ASM inhibitor = blocks human secretory acid sphingomyelinase | Potency, µM (doses to about 57.5 µM), inactives show top-dose activity change, negative = inhibition, most hits filed as inhibitors | 340,000 tested, 0.006% active | placental ASM, HMU-PC fluorogenic substrate, 60 min | AID 504937; note: potency is the fitted concentration of half-maximal effect
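Human placenta-derived ASM preincubated with compound 10 min at room temperature, then reacted with 9 uM (final) fluorogenic HMU-PC substrate for 60 min at 37 C. Stop solution raises pH to 10; fluorescence read at Ex 386/Em 447 nm.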
Mito fusion yeast = inhibitors of mitochondrial division or activators of mitochondrial fusion; AID 485298; 320,000 tested, 0.23% active; S. cerevisiae fusion-defective mutant growth rescue, CellTiterGlo 48 h; Potency, µM (doses to about 46.1 µM), for inactives: at the highest dose growth rescue (activation), usual class: activators;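 note: potency is the fitted concentration of half-maximal effect; % of control where 0% means no effect; nearly all actives have a fitted effect of over 45% in size; temperature-sensitive fusion mutants such as fzo1-1 at 37 °C on non-fermentable ethanol glycerol medium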
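Read-out: ATP-based luminescence (CellTiterGlo, 10 min ambient) reporting growth of fusion-defective ts yeast after 48 hours at 37C on glycerol/ethanol YPEG medium in the presence of compound.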
TSHR antag = blocks TSH signaling through the human TSH receptor | P16473 | TSHR-expressing cells, TSH-stimulated cAMP HTRF, 2 h; hits give low values | activity change, negative = inhibition, % at 11.5 µM | 330,000 tested, 0.2% active | AID 504810;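 active = activity change below a set negative limit, meaning inhibition stronger than a set level, cut at about -70% in these data; inconclusive = activity change between two set negative limits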; note: % is set by controls: 0 for no effect and ±100 for the full control effect
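TSHR-expressing cells, 200/well, pre-treated with compound, then stimulated with EC80 TSH (4nM final) for 2 hours at 37 deg C. cAMP measured by competitive HTRF: anti-cAMP cryptate antibody in lysis buffer plus cAMP-d2, read after 30 minutes at room temperature.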
Tb PFK inh = blocks T. brucei phosphofructokinase. T. brucei PFK, ADP-Glo luminescence. 330,000 tested, 0.17% active. O15648. Potency, µM (doses to about 57.5 µM), for the others: at the highest dose activity, negative = inhibition, hits mostly inhibitors. AID 485367;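 note: potency is the fitted concentration of half-maximal effect; 0% = uninhibited 1x PFK enzyme wells and -100% = no-enzyme wells; nearly all actives have a fitted effect of over 60% in size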
Target sequence (O15648 whole entry, looked up): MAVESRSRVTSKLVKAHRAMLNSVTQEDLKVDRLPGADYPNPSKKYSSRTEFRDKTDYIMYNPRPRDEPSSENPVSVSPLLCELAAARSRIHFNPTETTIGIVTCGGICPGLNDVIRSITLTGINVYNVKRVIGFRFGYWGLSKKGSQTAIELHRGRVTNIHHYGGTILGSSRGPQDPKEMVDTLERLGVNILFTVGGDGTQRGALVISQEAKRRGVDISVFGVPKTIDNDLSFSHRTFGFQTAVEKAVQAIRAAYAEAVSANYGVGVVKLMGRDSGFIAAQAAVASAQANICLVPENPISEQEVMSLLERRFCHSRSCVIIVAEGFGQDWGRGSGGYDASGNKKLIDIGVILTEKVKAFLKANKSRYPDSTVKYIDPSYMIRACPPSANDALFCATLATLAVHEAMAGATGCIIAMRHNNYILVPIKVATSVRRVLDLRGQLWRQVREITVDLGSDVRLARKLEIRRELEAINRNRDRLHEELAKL
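Compounds were pin-transferred as a titration series up to 57 uM into substrate buffer (0.5 mM F6P, 0.1 mM ATP, pH 8.0), then 1.25 nM PFK was added and reactions ran 45 min before ADP-Glo detection.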
a7 integrin act = activators of alpha7 integrin expression for muscular dystrophy; alpha7betagal myoblasts, beta-gal FDG fluorescence, 48 h; Potency, µM (series often up to 38.3 µM), for the others: top-dose activation, most hits filed as activators; 350,000 tested, 0.064% active; AID 624291;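 note: potency is the fitted concentration of half-maximal effect; 100% = response of the positive control SU9516; nearly all actives have a fitted effect of over 60% in size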
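alpha7betagal+/- myoblasts (passage 13, 250/well) treated 48 h at 37C with compounds at 1:260 dilution of DMSO stock. Lysed, then beta-galactosidase activity read as FDG fluorescence (ex 480/em 540) after 30 min, with pre-read for autofluorescence.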
Eya2 inh = inhibitors of human Eya2 phosphatase activity; recombinant Eya2, OMFP fluorescence dephosphorylation (OMFP is methylfluorescein phosphate); Potency, µM (titrated, usually from 76.9 µM), without a hit: at the highest dose activity, negative = inhibition, hits mostly inhibitors; 330,000 tested, 0.006% active; note: potency is the fitted concentration of half-maximal effect; % is set by controls: 0 for no effect and ±100 for the full control effect
Target sequence (O00167 whole entry, looked up): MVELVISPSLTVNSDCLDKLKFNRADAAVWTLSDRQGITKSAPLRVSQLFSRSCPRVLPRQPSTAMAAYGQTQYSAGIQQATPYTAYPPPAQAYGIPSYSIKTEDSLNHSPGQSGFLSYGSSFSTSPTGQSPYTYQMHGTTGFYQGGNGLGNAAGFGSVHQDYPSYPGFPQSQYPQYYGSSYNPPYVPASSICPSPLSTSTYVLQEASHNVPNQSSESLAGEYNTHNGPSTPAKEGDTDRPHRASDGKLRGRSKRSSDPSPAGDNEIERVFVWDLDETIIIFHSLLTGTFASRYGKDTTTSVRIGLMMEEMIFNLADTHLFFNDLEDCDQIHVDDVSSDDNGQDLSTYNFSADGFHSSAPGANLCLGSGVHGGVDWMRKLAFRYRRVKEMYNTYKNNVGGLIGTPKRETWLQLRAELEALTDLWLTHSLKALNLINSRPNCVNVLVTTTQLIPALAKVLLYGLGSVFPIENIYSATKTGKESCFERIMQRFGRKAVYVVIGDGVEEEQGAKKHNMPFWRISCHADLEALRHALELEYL
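Eya2 protein (added as 0.2 uM solution) was preincubated with compound for 10 min at ambient temperature in 50 mM HEPES pH 7.5, 50 mM NaCl, 5 uM MgCl2, 0.05% BSA, 1 mM DTT. OMFP (added at 50 uM) then reacted 10 min; fluorescence read at 485/525 nm.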
TSG101-PTAP inh = blocks PTAP/TSG101 interaction to inhibit HIV-1 budding; Q99816; Fluorescence polarization, FITC-PTAP peptide / Tsg101 binding; Potency, µM (titrated, usually from 115 µM), without a hit: top-dose activity change, negative = inhibition, most hits filed as inhibitors; 340,000 tested, under 10 active; active = well fitted inhibition curve with a large enough effect in the main read-out, with a control signal flat, not every such curve was filed as active; inconclusive = small, poorly fitted or top-dose-only effect, or effect the other way, or a change in a side signal; inactive = no such curve, though single readings can be large or run the other way; note: potency is the fitted concentration of half-maximal effect; % of control where 0% means no effect
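Steps: Tsg101 binding domain dispensed (10 uM final), compounds pinned in DMSO, FITC-labeled PTAP-motif peptide added (50 nM final); after 20 min binding at room temperature, polarization measured.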
ELG1 DNA repair = blocks ELG1-dependent DNA repair in HEK293T cells; Potency, µM (highest dose often 46.1 µM), for inactives: top-dose activity change, negative = inhibition, most hits filed as inhibitors; 330,000 tested, 2.3% active; HEK293T ELG1-luciferase reporter, luminescence, 16 h; DNA damage induced by 5-fluorouridine; note: potency is the fitted concentration of half-maximal effect; % is set by controls: 0 for no effect and ±100 for the full control effect; nearly all actives have a fitted effect of over 55% in size
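Reporter activity after DNA damage by 5-fluorouridine is monitored. Compound-treated cells incubate 16 hr at 37 °C, then ONE-Glo is added for 30 min before luminescence reading.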
BCR signal inh = inhibitors of chronic active B-cell receptor signaling; ABC-DLBCL IkBa-CBG/CBR reporter, luminescence ratio, 4 h; Potency, µM (titrated, usually from 46.1 µM), inactives show at the top dose ratio change, negative = lower green/red ratio, hits mostly inhibitors; 340,000 tested, 0.05% active; AID 493014; active = well fitted inhibition curve with a large enough effect in the signal ratio, with a control signal flat, not every such curve was filed as active; inconclusive = small, poorly fitted or top-dose-only effect, or effect the other way, or a change in a side signal; the % refers to the signal ratio;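 note: potency is the fitted concentration of half-maximal effect; plate controls were basal doxycycline-induced cells for no effect and cells given 10 µM MG132 for full effect; MG132 reads +100%, hits lower the ratio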
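TMD8 human ABC-DLBCL cells with doxycycline-inducible IκBα–green luciferase fusion and unfused red luciferase, in 0.5% FBS medium; compounds up to 46 uM, 4 h at 37C. Green/red luminescence ratio, filter-overlap corrected, fitted to concentration-response curves.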
A-T KAP1 phos = potential ataxia-telangiectasia treatments restoring KAP-1 phosphorylation | Potency, µM (top dose mostly 57.5 µM), inactives show at the highest dose activation, usual class: activators | 320,000 tested, 0.19% active | […] A-T fibroblasts, KAP-1 phosphorylation AlphaLISA; neocarzinostatin DNA damage 30 min before lysis | AID 485349; note: potency is the fitted concentration of half-maximal effect; % of control where 0% means no effect; nearly all actives have a fitted effect of over 45% in size
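ATM-like activity read as KAP-1 phosphorylation via AlphaLISA donor/acceptor antibody pairs after lysis and 6 hr at 25C. Cells were ATM-null patient fibroblasts ([…], hTERT), dosed 60 min, then exposed to the DSB inducer NCS for 30 min.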
TCR activator = T cell receptor activation; primary human leukocytes, anti-CD3, IL-2 HTRF, 48 h; Potency, µM (titrated, usually from 9.22 µM), for inactives: at the top dose activation of IL-2 secretion, actives largely listed as activators; 330,000 tested, under 10 active; AID 504894; note: % of control where 0% means no effect
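Readout: HTRF IL-2, Eu-cryptate/d2 antibody pair, 320nm excitation, 665nm emission. Stimulus: a-CD3 beads, no co-stimulation. Cells: primary human leukocytes. Exposure: 48 hr with compound.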
The depositor's hits bear a star; [ ] = dose if it differs, or a comment. Unless noted, calls come from the whole dose curve; as a rule, active = well fitted curve in the direction sought with a large enough effect; inconclusive = small, poorly fitted or top-dose-only effect, or another doubt; inactive = no such curve, though single readings can be large; an effect the other way counts as inactive or inconclusive. Only part of the results is shown; the hit share may differ from the screen's.

Results for COc1cc(N2CCOCC2)ccc1/C=C1\C(=O)NC(=O)N(Cc2cccs2)C1=O ?
ASM inhibitor: -0.5%; Mito fusion yeast: -6.6%; TSHR antag: -6.5; Tb PFK inh: 8.1%; a7 integrin act: inconclusive; Eya2 inh: -5.1%; TSG101-PTAP inh: -0.4%; ELG1 DNA repair: 16.0%; BCR signal inh: 0.6%; A-T KAP1 phos: 0.1%; TCR activator: -3.7%

What do the screens show for `O=C(O)C1C(C(=O)O)C2(Cl)C(Cl)=C(Cl)C1(Cl)C2(Cl)Cl` (configuration not stated)?
ASM inhibitor: -1.7%; Mito fusion yeast: -5.6%; TSHR antag: 17.1; Tb PFK inh: -8.4%; Eya2 inh: 10.2%; TSG101-PTAP inh: -0.8%; ELG1 DNA repair: 1.2%; BCR signal inh: 1.3%; A-T KAP1 phos: 5.1%; TCR activator: -3.6%

Results for CC1COC2N=C(N[N+](=O)[O-])NC2O1 (configuration not stated) ?
ASM inhibitor: 1.8%; Mito fusion yeast: -8.7%; TSHR antag: 12.0; Tb PFK inh: 2.0%; a7 integrin act: -10.0%; Eya2 inh: -4.4%; TSG101-PTAP inh: -4.0%; ELG1 DNA repair: -18.4%; BCR signal inh: 0.4%; A-T KAP1 phos: -1.2%; TCR activator: -8.1%

How did COc1cccc(CC(=O)Nc2ccc(S(=O)(=O)Nc3nccs3)cc2)c1 do in these assays?
ASM inhibitor: 4.0%; TSHR antag: 12.9; Tb PFK inh: 19µM*; a7 integrin act: -0.1%; Eya2 inh: 7.5%; TSG101-PTAP inh: 0.0%; ELG1 DNA repair: -2.7%; BCR signal inh: 3.7%; A-T KAP1 phos: 4.7%; TCR activator: -3.0%[46.1 µM]

How did [O-]/[N+](=C/c1cccnc1)c1ccc(Br)cc1 do in these assays?
ASM inhibitor: -1.6%; Mito fusion yeast: -1.3%; TSHR antag: -3.9; Tb PFK inh: -15.6%; a7 integrin act: -5.8%; Eya2 inh: -7.9%; TSG101-PTAP inh: 0.1%; ELG1 DNA repair: inconclusive; BCR signal inh: inconclusive; A-T KAP1 phos: 6.0%; TCR activator: 1.1%

How did O=C(CCC1CCCC1)c1c(O)c2ccccc2oc1=O do in these assays?
ASM inhibitor: -0.3%; Mito fusion yeast: -0.5%; TSHR antag: -27.2; Tb PFK inh: -0.8%; a7 integrin act: -5.6%; Eya2 inh: 6.6%; TSG101-PTAP inh: -5.2%; ELG1 DNA repair: 17.9%; BCR signal inh: inconclusive; A-T KAP1 phos: 4.2%; TCR activator: -2.8%[46.1 µM]

How did Cc1noc(C)c1CSCC(=O)Nc1ccc(C#N)c(Cl)c1 do in these assays?
ASM inhibitor: -0.4%; TSHR antag: -6.9; Tb PFK inh: 0.0%; a7 integrin act: 10.4%; Eya2 inh: 0.5%; TSG101-PTAP inh: -1.4%; ELG1 DNA repair: -26.6%; BCR signal inh: inconclusive; A-T KAP1 phos: 0.6%; TCR activator: -1.1%

How did C=CCN1C(=O)NC(=O)/C(=C/C=C/c2ccccc2)C1=O do in these assays?
ASM inhibitor: -2.1%; Mito fusion yeast: -12.9%; TSHR antag: 3.5; Tb PFK inh: -1.0%; a7 integrin act: 17.2%; Eya2 inh: 4.0%; TSG101-PTAP inh: -0.5%; BCR signal inh: -0.8%; A-T KAP1 phos: -6.5%; TCR activator: -3.7%

What do the screens show for `Cc1ccnc(NS(=O)(=O)c2ccc(NC(=O)Cc3ccc(Br)cc3)cc2)n1`?
ASM inhibitor: 3.7%; Mito fusion yeast: 5.4%; TSHR antag: 4.9; Tb PFK inh: inconclusive; a7 integrin act: -27.8%; Eya2 inh: 6.5%; TSG101-PTAP inh: 1.1%; ELG1 DNA repair: 10.4%; BCR signal inh: -7.1%; A-T KAP1 phos: 1.6%; TCR activator: 1.9%

How did CCOc1ccccc1NC(=O)Cn1c(=O)oc2ccccc21 do in these assays?
ASM inhibitor: 0.7%; Mito fusion yeast: 5.4%; TSHR antag: 36.0; Tb PFK inh: -2.2%; a7 integrin act: 23.7%; Eya2 inh: 12.3%; TSG101-PTAP inh: -6.2%; ELG1 DNA repair: 4.8%; BCR signal inh: inconclusive; A-T KAP1 phos: 7.5%[11.5 µM]; TCR activator: 7.8%

Results for N#CC[N+]1(CCCNP2(=O)C=C(c3ccccc3)OC(c3ccccc3)=C2)CCOCC1 ?
ASM inhibitor: 4.3%; Mito fusion yeast: -2.7%; TSHR antag: 4.1; Tb PFK inh: -0.4%; a7 integrin act: -14.4%; Eya2 inh: -13.3%; TSG101-PTAP inh: -6.9%; ELG1 DNA repair: -12.7%; BCR signal inh: -0.7%; A-T KAP1 phos: 2.8%; TCR activator: 2.2%

How did COc1cccc(CN2CCN(C(=O)COc3ccc4ccccc4c3)CC2)c1 do in these assays?
ASM inhibitor: -0.2%; Mito fusion yeast: 0.5%; TSHR antag: -12.1; Tb PFK inh: 3.6%; a7 integrin act: -25.2%; Eya2 inh: -2.4%; TSG101-PTAP inh: -3.0%; ELG1 DNA repair: -9.2%; BCR signal inh: -7.2%; A-T KAP1 phos: -0.5%; TCR activator: 9.8%

Results for Cc1cccc(-n2c(O)c(/C=C3/C(c4ccccc4)=Nc4ccccc43)c(=O)[nH]c2=O)c1 ?
ASM inhibitor: -17.1%; Mito fusion yeast: -6.1%; TSHR antag: 10.8; Tb PFK inh: -16.0%; a7 integrin act: -24.6%; Eya2 inh: -6.5%; TSG101-PTAP inh: -6.4%; ELG1 DNA repair: 18.8%; BCR signal inh: inconclusive; A-T KAP1 phos: 8.5%; TCR activator: 0.7%

Results for O=[N+]([O-])c1cc(F)c(N2CCCC2)cc1Br ?
ASM inhibitor: -7.8%; Mito fusion yeast: -0.7%; TSHR antag: -1.2; Tb PFK inh: -1.0%; a7 integrin act: -34.8%; Eya2 inh: 1.5%; TSG101-PTAP inh: -3.6%; ELG1 DNA repair: -19.4%; BCR signal inh: -3.6%; A-T KAP1 phos: -14.8%; TCR activator: -1.5%

What do the screens show for `CC(C)OP(=O)(OC(C)C)C(O)c1cccnc1` (configuration not stated)?
ASM inhibitor: -1.5%; Mito fusion yeast: -2.2%; TSHR antag: -0.5; Tb PFK inh: -8.9%; a7 integrin act: 9.2%; Eya2 inh: -4.5%; TSG101-PTAP inh: -0.7%; ELG1 DNA repair: -2.0%; BCR signal inh: -1.8%; A-T KAP1 phos: 9.1%; TCR activator: 9.3%[46.1 µM]

What do the screens show for `N/C(=N\[N+](=O)[O-])N1CCN(C(=O)c2ccccn2)CC1`?
ASM inhibitor: 4.1%; Mito fusion yeast: -9.2%; TSHR antag: 6.2; Tb PFK inh: -0.7%; a7 integrin act: 10.6%; Eya2 inh: 6.1%; TSG101-PTAP inh: -0.5%; ELG1 DNA repair: 2.6%; BCR signal inh: 2.8%; A-T KAP1 phos: -12.3%; TCR activator: 9.6%

What do the screens show for `CCOC(=O)C(=O)NC1CCSC1=O` (configuration not stated)?
ASM inhibitor: -3.0%; Mito fusion yeast: -2.0%; TSHR antag: 1.6; Tb PFK inh: -2.8%; a7 integrin act: 3.1%; Eya2 inh: -0.3%; TSG101-PTAP inh: -0.4%; ELG1 DNA repair: -6.3%; BCR signal inh: 5.5%; A-T KAP1 phos: -1.7%; TCR activator: 8.2%

Results for CCN(CC)CCCN=Cc1c(O)n(-c2cccc(C)c2C)c(=O)[nH]c1=O ?
ASM inhibitor: 0.0%; Mito fusion yeast: 0.4%; TSHR antag: -5.5; Tb PFK inh: -5.4%; a7 integrin act: 0.5%; Eya2 inh: 62.4%[15.4 µM]; TSG101-PTAP inh: 0.4%; ELG1 DNA repair: 4.4%; BCR signal inh: 5.5%; A-T KAP1 phos: -0.5%; TCR activator: 3.2%

Results for CCCNC(=O)N1[C@H]2CC[C@@H]1C(C(=O)OC)=C(c1ccc(-c3ccccc3)c(F)c1)C2 ?
ASM inhibitor: -11.3%; Mito fusion yeast: inconclusive; TSHR antag: -31.5; Tb PFK inh: -0.5%; a7 integrin act: -8.1%; Eya2 inh: -27.7%; ELG1 DNA repair: -0.3%; BCR signal inh: inconclusive; A-T KAP1 phos: -1.5%; TCR activator: -0.9%
